Compound activity deposited in PubChem by several laboratories.
AGP1-GFP MLPCN: modulators of AGP1-GFP expression in yeast TOR pathway, primary screen, cell-based, multiplex flow cytometry, S. cerevisiae, MLPCN library | 3 h; GFP as percent of DMSO wells | GFP response vs DMSO, % at 10 µM | actives 0.02% (n = 320,000) | AID 2066, 2009;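 active = GFP response relative to DMSO above a set limit, near screen average plus 3 SD, cut at about 150% in these data; inconclusive = fewer than 70 cells counted for the yeast strain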;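 also: median GFP channel fluorescence of the gated AGP1 strain per well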
RPL19A-GFP yeast: RPL19A-GFP expression modulators in yeast, primary screen, cell-based, S. cerevisiae, multiplex flow cytometry, MLPCN; percent response vs DMSO, % at 10 µM; actives 0.3% (n = 330,000); S. cerevisiae RPL19A-GFP strain, 3 h; hits give low values;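 active = percent response vs DMSO below 50%; inconclusive = fewer than 70 events counted for the yeast strain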;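 also: median channel GFP fluorescence of the barcoded RPL19A-GFP strain; ratio of sample median GFP to plate DMSO average so 100% = DMSO; lower means less RPL19A-GFP as with rapamycin TOR inhibition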
procasp7 counter: procaspase-7 activators, primary screen, counter-screen for procaspase-3 activator project, biochemical, absorbance, HTS, human; Caspase-7 (Homo sapiens), P55210; recombinant procaspase-7, Ac-DEVD-pNA absorbance 405 nm; D23A/D198A/D206A triple mutant, cannot self-cleave; scale: DMSO 0, 5 µM enzyme 100; activation, % at 8.5 µM; actives 0.093% (n = 330,000); AID 463210, 2010;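 active = percent activation above the screen-wide mean plus 3 SD, cut at about 25% in these data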
Target sequence (P55210 whole entry D23A/D198A/D206A): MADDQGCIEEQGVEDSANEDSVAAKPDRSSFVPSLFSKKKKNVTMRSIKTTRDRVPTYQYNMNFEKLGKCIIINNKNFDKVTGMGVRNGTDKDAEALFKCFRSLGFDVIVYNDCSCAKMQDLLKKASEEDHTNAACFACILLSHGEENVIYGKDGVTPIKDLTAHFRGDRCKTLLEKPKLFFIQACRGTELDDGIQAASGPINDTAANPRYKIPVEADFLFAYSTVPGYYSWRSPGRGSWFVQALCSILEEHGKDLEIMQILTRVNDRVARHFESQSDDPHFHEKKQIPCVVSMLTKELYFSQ
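System: Procaspase-7 triple mutant (PC-7 D3A); measure: % activation from two-timepoint absorbance difference, scaled to controls; times: 1 h compound preincubation, 2 h substrate cleavage, 25 °C; also added: Ac-DEVD-pNA substrate, 400 µM as added; measured by: Epi-absorbance of released pNA at 405 nm, two timepoints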
CIT2-GFP yeast: modulators of CIT2-GFP expression in yeast, primary screen, S. cerevisiae, GFP fusion, multiplex flow cytometry, MLPCN library; actives 0.065% (n = 320,000); GFP response vs DMSO, % at 10 µM; S. cerevisiae CIT2-GFP strain, 3 h; 100 means same as DMSO wells;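 active = GFP response relative to DMSO above a set limit, near the screen mean plus 3 SD, cut at about 150% in these data; inconclusive = Fewer than 70 cells measured for a yeast strain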;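 also: ratio of well median GFP fluorescence to mean of DMSO wells on the plate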
MEP2-GFP yeast: modulators of MEP2-GFP levels in yeast, primary screen, S. cerevisiae, multiplex flow cytometry, MLPCN library; AID 2016, 2009; actives 0.51% (n = 330,000); S. cerevisiae MEP2-GFP strain, 3 h; 100% = DMSO control level; GFP response vs DMSO, % at 10 µM;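 active = GFP response versus DMSO above a set limit, roughly screen mean plus 3 SD, cut at about 180% in these data; inconclusive = fewer than 70 cells counted for a yeast strain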;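 also: median GFP fluorescence of the barcode-gated MEP2-GFP cells per well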
procasp3 activ: activators of human procaspase-3 D3A mutant, primary screen, biochemical, absorbance, PC-3 D3A mutant, single concentration; Caspase-3 (Homo sapiens), P42574; AID 463141, 2010; actives 0.11% (n = 330,000); activation, % at 8.5 µM; recombinant procaspase-3 D3A, Ac-DEVD-pNA absorbance 405 nm;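 active = activation above the mean of all tested compounds plus 3 SD, cut at about 21% in these data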;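 also: 0% = DMSO alone and 100% = DMSO wells spiked with extra 5 µM PC-3 D3A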
Target sequence (P42574 whole entry D9A/D28A/D175A): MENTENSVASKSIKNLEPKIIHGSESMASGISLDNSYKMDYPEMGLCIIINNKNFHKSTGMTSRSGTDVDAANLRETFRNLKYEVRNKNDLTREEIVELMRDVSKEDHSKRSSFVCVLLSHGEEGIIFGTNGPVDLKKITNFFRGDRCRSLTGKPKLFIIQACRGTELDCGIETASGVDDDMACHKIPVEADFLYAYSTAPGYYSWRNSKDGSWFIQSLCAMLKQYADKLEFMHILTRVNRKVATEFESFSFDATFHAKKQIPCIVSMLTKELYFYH
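assay system = Procaspase-3 D3A mutant | signal = absorbance at 405 nm, 0 and 120 min | times = 1 h preincubation plus 2 h reaction at 25 °C | repeats = single replicate | read-out = % activation between DMSO and enzyme-spiked controls | medium = Zinc-free HEPES saline buffer with Triton X-100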
AHR act: AHR activators, primary screen, cell-based, luminescence, luciferase reporter, human. Aryl hydrocarbon receptor (Homo sapiens), P35869. AHR-responsive luciferase reporter cells. activation, % at 5 µM. actives 2.5% (n = 320,000). AID 2796, 2010; in the data active = activation above about 47%;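 also: 0% = vehicle wells and 100% = reference agonist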
LAP4 TOR yeast: modulators of LAP4-GFP expression in yeast, primary screen, S. cerevisiae, multiplex flow cytometry, MLPCN library | 3 h; median GFP as percent of DMSO wells | GFP response vs DMSO, % at 10 µM | actives 0.34% (n = 320,000) | AID 2023, 2009;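 active = GFP response vs DMSO above a set limit, about the screen mean plus 3 SD, cut at about 150% in these data; inconclusive = under 70 cell events counted for the yeast strain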
An asterisk follows results filed as active; u = inconclusive; x = not tested or not shown; [ ] = dose if it differs, or a comment.

Each structure is followed by: AGP1-GFP MLPCN	RPL19A-GFP yeast	procasp7 counter	CIT2-GFP yeast	MEP2-GFP yeast	procasp3 activ	AHR act	LAP4 TOR yeast
#1 C=CCn1c(O)c(C(CC)=NCc2cc(OC)cc(OC)c2)c(=O)[nH]c1=O
→ 93	95	12	86	94	-7	38	94
#2 COc1ccc(O)c(C(C)(C)C)c1
→ 98	99	8	98	94	-1	-3	103
#3 CCN1CCN(C(=O)Cc2coc3cc(C)cc(C)c23)CC1
→ 107	106	3	103	106	5	5	102
#4 CCCCCn1c(=O)c(C(=O)Nc2cccc(C)n2)c(O)c2ccccc21
→ 91	100	4	97	104	5	10	84
#5 CCCn1cc(CN2CCCC(C(=O)c3cccc(OC)c3)C2)c(C)n1 (stereo not given)
→ 100	105	-2	100	102	6	6	86
#6 COc1ccc(CC(=O)N(CCN(C)C)CC2CCCN(Cc3ccccc3F)C2)cc1 (stereo not given)
→ 96	105	-14	97	107	-2	6	91
#7 CCN1CCN(C(c2cccs2)C(C)NC(=O)Oc2ccccc2)CC1 (stereo not given)
→ 95	93	7	97	97	0	-2	94
#8 C=C(C)CSc1nnc([C@@H](N)Cc2ccccc2)o1
→ 106	97	-4	103	89	-9	-1	108
#9 O=S(=O)(c1ccccc1)N1CCCCC1c1cccnc1 (stereo not given)
→ 100	96	1	104	100	12	-3	110
#10 Cc1sc2ncnc(N3CCC(C(=O)Nc4ccc(C#N)c(Cl)c4)CC3)c2c1C
→ 101	95	-3	86	91	8	-2	93
#11 COc1ccc(CCNC(=O)c2c(N)n(CCN3CCOCC3)c3nc4ccccc4nc23)cc1
→ u	17*[may fluoresce violet]	-1	u	562*[may fluoresce violet]	6	-1	107[may fluoresce violet]
#12 COc1ccc(-n2c(CNCCc3ccc(C)cc3)nc3ccccc3c2=O)cc1
→ 98	105	-12	96	105	4	5	100
#13 C[n+]1c(-c2ccccc2)cc(-c2ccc(Cl)cc2)cc1-c1ccccc1
→ 88	85	-3	x	92	2	0	81
#14 CC1=CC(=C2C(=O)NC(=O)NC2=O)C=C(C(F)(F)F)N1C(C)C
→ 102	101	1	100	110	-2	2	100
#15 OC1(c2cccnc2)CC2CCC(C1)N2Cc1nnnn1Cc1ccccc1 (stereo not given)
→ 96	95	1	91	100	3	2	96
#16 O=c1[nH]c(=S)[nH]c(O)c1N=Nc1ccc(SC(F)F)cc1
→ 94	96	-24	89	102	-4	7	95
#17 Oc1ccc(Cl)c(Cl)c1Cl
→ 82	92	8	93	103	10	2	85
#18 CCN(CC)CCNCC(=O)Nc1ccc(Cl)cc1C(=O)c1ccccc1
→ x	109	1	101	101	-5	-1	100
#19 CC1CCN(C(=O)c2ccc(N3CC4CC(C3)c3cccc(=O)n3C4)c([N+](=O)[O-])c2)CC1 (stereo not given)
→ 94	106	1	113	105	7	2	83
#20 Cc1ccc(C2N(c3ccccn3)C(=O)C3CCCN32)o1 (stereo not given)
→ 100	104	-2	96	98	-8	1	99
#21 C/C=C1/C[N+]2(C)CCC34C(=C(C=O)[C@H]1C[C@@H]32)Nc1ccccc14 (stereo not given in full)
→ 93	100	4	92	95	5	-1	92
#22 C/C(=N\N=C(N)N)c1ccccc1
→ 108	102	11	107	103	-1	5	102
#23 O=C1NC(=S)N(c2ccc(Cl)cc2)C(=O)/C1=C/N1CCN(C(=O)c2ccco2)CC1
→ 103	104	9	98	103	-2	4	109
#24 C=CCn1c(O)c(C(CC)=Nc2cc(OC)ccc2OC)c(=O)[nH]c1=O
→ 99	99	-12	85	105	-1	8	94
#25 O=C(O)C1CN2CCC1CC2 (stereo not given)
→ 98	98	10	96	101	3	1	105
#26 CC(C)(C)C(=O)O[C@H]1CC[C@@]2(C)C(=CC(=O)C3C2CC[C@]2(C)C(=O)[C@@H](F)CC32)C1 (stereo not given in full)
→ 97	96	11	108	102	2	-2	97
#27 CC(C)OC1CCCC(O)C1CC(=O)O (stereo not given)
→ 105	99	12	107	99	3	-1	102
#28 CCCCCn1cc(C(=O)C(=O)N2CCOCC2)c2ccccc21
→ 77	109	-4	111	100	-7	3	82
#29 COC(=O)C1=C(c2ccc(F)cc2OCc2ccccc2)C[C@@H]2CC[C@H]1N2C(=O)NCCO
→ 98	95	-14	98	93	-2	1	102
#30 COc1ccc(N2CC2c2ccncc2)cc1 (stereo not given)
→ 96	92	6	95	90	-6	0	92
#31 Cc1cc(=O)oc2cc3c(cc12)CCCN3
→ 79	88	4	84	92	0	-2	93
#32 COc1ccc(-c2nc3ccccc3c(=O)n2-c2ccc(OC)cc2)cc1
→ 100	96	0	92	95	11	2	99
#33 COc1ccc(N2C(=O)NC(=O)C(CCc3ccncc3)(CCc3ccncc3)C2=O)cc1
→ 97	95	9	101	99	6	-3	93
#34 COc1ccccc1C1=NCc2nnc(CSC)n2-c2ccc(Cl)cc21
→ 108	96	0	107	99	2	-2	111
#35 CCOc1ccc(-n2c(O)c(N=Nc3ccc([N+](=O)[O-])cc3)c(=O)[nH]c2=O)cc1
→ 112	98	-18	105	108	-8	-2	119
#36 CCOc1ccc(N2C(=O)NC(=O)/C(=C\c3cc(OC)c(OC)cc3[N+](=O)[O-])C2=O)cc1
→ 15[may fluoresce violet]	50[may fluoresce violet]	-14	u	133[may fluoresce violet]	-8	11	68[may fluoresce violet]
#37 Cc1c(C(c2ccc(O)cc2)c2c(O)c3ccccc3oc2=O)c(=O)n(-c2ccccc2)n1C (stereo not given)
→ 92	100	0	97	104	-6	0	99
#38 COc1ccc(N=Cc2c(O)n(-c3ccc(C)cc3)c(=O)[nH]c2=O)cc1
→ 101	99	11	92	101	-5	9	105
#39 c1ccc2sc(N3CCNCC3)nc2c1
→ 109	95	7	106	98	-3	-9	112
#40 COCCCn1c(N)c(C(=O)NCCC(C)C)c2nc3ccccc3nc21
→ 94	90	12	96	101	32*	2	97
#41 C[C@]12CC[C@H]3C(CCC4(O)CC(O)CC[C@]34C=O)C1=CC[C@H]2c1ccc(=O)oc1 (stereo not given in full)
→ 81	90	8	91	90	1	0	91
#42 Cc1ccc2c(c1)CC1(CN2C)C(=O)NC(=O)N(c2ccccc2C)C1=O (stereo not given)
→ 94	93	-2	100	99	-2	7	99
#43 CCOC(=O)c1c(NC(=O)C(c2ccccc2)c2ccccc2)sc2c1C1CCN2CC1
→ 105	102	-5	115	108	-3	3	107
#44 CNS(=O)(=O)c1ccc(N=Cc2c(O)n(-c3cccc(C)c3)c(=O)[nH]c2=O)cc1
→ 102	95	-10	83	102	-6	4	102
#45 C=CCn1c(O)c(C=NCCN2CCOCC2)c(=O)[nH]c1=S
→ 98	94	0	92	95	2	0	101

Complete entries from above:
Profile of C=CCn1c(O)c(C=NCCN2CCOCC2)c(=O)[nH]c1=S = AGP1-GFP MLPCN = 98; RPL19A-GFP yeast = 94; procasp7 counter = 0; CIT2-GFP yeast = 92; MEP2-GFP yeast = 95; procasp3 activ = 2; AHR act = 0; LAP4 TOR yeast = 101
Profile of COc1ccc(N=Cc2c(O)n(-c3ccc(C)cc3)c(=O)[nH]c2=O)cc1 = AGP1-GFP MLPCN = 101; RPL19A-GFP yeast = 99; procasp7 counter = 11; CIT2-GFP yeast = 92; MEP2-GFP yeast = 101; procasp3 activ = -5; AHR act = 9; LAP4 TOR yeast = 105

Next results:
Each structure is followed by: AGP1-GFP MLPCN	RPL19A-GFP yeast	procasp7 counter	CIT2-GFP yeast	MEP2-GFP yeast	procasp3 activ	AHR act	LAP4 TOR yeast
#46 COc1ccc(C(=O)C2CCCN(Cc3ccc(F)cc3F)C2)cc1F (stereo not given)
→ 102	99	x	108	103	x	x	92
#47 CCC(C)/C=C(C)/C=C/C1=CC2=C(Cl)C(=O)C(C)(OC(C)=O)C(=O)C2=CO1 (stereo not given)
→ 96	98	7	91	106	-2	2	97
#48 CN1CCN(c2nc([N+](=O)[O-])nn2C)CC1
→ 117	97	10	87	97	-1	0	96
#49 Cc1ccc(N(C)C(=O)Oc2ccc(C(=O)c3ccc(Cl)cc3)cc2)cc1
→ 88	96	4	93	94	9	1	88
#50 CCc1c(C)nc(N)nc1N1N=C1SCC(N)=O
→ 100	95	8	95	98	-6	3	100
#51 COC(=O)C1=C(c2c(C)noc2C)C[C@@H]2CC[C@H]1N2C(=O)NCCOc1ccccc1
→ 106	102	-1	102	107	-2	-1	109
#52 CC(=O)Nc1cc([As](=O)(O)O)ccc1O
→ 81	101	1	79	100	2	-1	97
#53 C=CCn1c(O)c(C(C)=NCCN2CCN(C(=S)NC)CC2)c(=O)[nH]c1=O
→ 110	106	-1	105	101	-19	-1	112
#54 COc1ccccc1CN1CCN(Cc2ccc(Cl)cc2)CC1
→ 102	102	-1	108	104	1	0	103
#55 O=C(N/N=C/c1c(O)n(-c2cccc3ccccc23)c(=O)[nH]c1=O)c1ccncc1
→ 109	97	-5	99	95	-9	12	114
#56 CN(c1ccc(OCC(=O)N2CCN(C/C=C/c3ccccc3)CC2)cc1)S(=O)(=O)c1cccs1
→ 106	101	-3	93	93	7	0	110
#57 COC(=O)C1=C(c2ccc(-c3ccccc3)c(F)c2)C[C@@H]2CC[C@H]1N2C(=O)NCc1cccc2ccccc12
→ 103	98	-4	103	96	6	0	99
#58 COc1ccc(CCNCc2cccc(C(F)(F)F)c2)cc1OC
→ 103	101	16	101	100	5	1	97
#59 O=C(COC(=O)c1cccc(O)c1)Nc1ccc(Cl)cc1C(=O)c1ccccc1
→ 104	108	6	101	107	5	-4	98

The list is partial; the hit share may differ from the screen's.
